WRN helicase inh = WRN helicase (human) inhibition; Q14191; WRN helicase unwinding, fluorescent forked duplex, kinetic; Potency, µM (series often up to 114 µM), without a hit: at the highest dose activity change, negative = inhibition, usual class: inhibitors; 360,000 tested, 0.46% active; also: potency is read from the fitted curve at half-maximal effect; % is scaled to controls: 0 for no effect and ±100 for the full control effect; nearly all actives have a fitted effect of over 55% in size
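Screening of the MLSMR collection measured strand separation of a quenched forked DNA duplex (100 nM) by 20 nM WRN with 2 mM ATP, all final. Compounds were preincubated with enzyme 15 min at room temperature.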
D3 antag = D3 dopamine receptor (human) antagonism. P35462. D3R cells, DiscoveRx beta-arrestin luminescence, antagonist mode; hits give low values. max response, negative = inhibition, %. 360,000 tested, 2.5% active. AID 652054; in the data active = max response below about -50%; inconclusive = no clear call, values can overlap the other calls; also: % is scaled to controls: 0 for no effect and ±100 for the full control effect; mostly tested at two doses, the higher about 12 µM
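Cells expressing the human receptor were seeded at 1500 cells/well, incubated overnight at 37 degrees C in 5% CO2, then exposed to library compounds with dopamine controls for 90 minutes at 37 degrees C before luminescent detection.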
DRD3 agonist = agonists of human D3 dopamine receptor; max activation, %; AID 652048; P35462; 410,000 tested, 0.58% active; D3R DiscoveRx beta-arrestin cells, luminescence, 90 min; in the data active = max activation above about 30%; also: 0% is about no effect; mostly tested at two doses, the higher about 12 µM
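Agonist mode: compounds and dopamine controls were applied to plated cells for 90 min at 37 degrees C after an overnight attachment at 1500 cells/well. Luminescent read-out followed 30 - 60 minutes at room temperature with DiscoveRx detection reagent.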
GLP1R cytotox = cytotoxicity in counter-screen for GLP-1R inverse agonists. 410,000 tested, 0.13% active. AID 624418. Potency, µM (highest dose often 38.3 µM), without a hit: top-dose activity change, negative = inhibition, usual class: inhibitors. HEK293 cAMP-luciferase reporter cells, luminescence, 24 h;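 also: loss of luciferase light is scored as toxicity; potency is read from the fitted curve at half-maximal effect; % is scaled to controls: 0 for no effect and ±100 for the full control effect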
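Here, cytotoxicity is scored as loss of luminescence. The MLSMR collection was tested on cells seeded in medium containing 10% Nu serum, with a 24 hr compound exposure preceded by 12 hours of culture.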
PLK1 PBD inh = PLK1 (human) polo-box domain binding inhibition; P53350; Plk1 PBD binding of FITC phosphopeptide, fluorescence polarization; Potency, µM, for the others: max response, negative = inhibition, hits mostly inhibitors; 360,000 tested, 2.8% active; AID 720504; also: potency is read from the fitted curve at half-maximal effect; series mostly up to about 57 µM; % is scaled to controls: 0 for no effect and ±100 for the full control effect; nearly all actives have a fitted effect of over 65% in size
GLP1R ag = activates the human GLP-1 receptor; HEK293 GLP-1R CRE-luciferase, luminescence, 4-6 h; cells express a hypersensitive GLP-1R form; Potency, µM (doses to about 45.6 µM), without a hit: at the highest dose activation, most hits filed as activators; 380,000 tested, 0.007% active; also: potency is read from the fitted curve at half-maximal effect; % of control where 0% means no effect
IL2 activator = IL-2 activation. 360,000 tested, 0.065% active. activation, % (series mostly up to about 46 µM). IL-2 activation reporter assay, cell-based qHTS; stimulated with anti-CD3/CD4/CD28 beads; in transgenic mouse T cells. AID 652025; in the data active = activation above about 50%; inconclusive = mostly about 30% to 49%; also: 0% is about no effect
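EGFP and DsRed fluorescence is measured by plate cytometry in unstimulated transgenic mouse T cells exposed to compound for 60 minutes, then stimulated 18 hours at 37 degrees C with anti-CD3/anti-CD4 beads plus anti-CD28.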
PI5P4K alpha inh = blocks human PI5P4K alpha kinase activity | P48426 | PI5P4Kalpha enzyme, ADP-Glo luminescence, 60 min; hits give low values | max response, % | 330,000 tested, 1.2% active | AID 652105; active = max response of -50% or lower; inconclusive = between -30% and -50%; inactive = -30% or higher; also: value at the top dose of about 77 µM; % is scaled to controls: 0 for no effect and ±100 for the full control effect
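Single end-point luminescence (ADP-Glo) quantified ADP from PI5P4Kalpha turnover; ATP 5 microM final, 1 h at RT, 0.1% CHAPS and 0.28 mM EGTA in HEPES pH 7.4.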
GLP1R inv ag = GLP-1 receptor (human) inverse agonism; Potency, µM (doses to about 38.3 µM), for the others: at the top dose activity change, negative = inhibition, most hits filed as inhibitors; P43220; 410,000 tested, 1.6% active; HEK293 GLP-1R CRE-luciferase, luminescence, 24 h; GLP-1R form is constitutively active; also: potency is read from the fitted curve at half-maximal effect; % is scaled to controls: 0 for no effect and ±100 for the full control effect; nearly all actives have a fitted effect of over 55% in size
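qHTS in 1536-well format: reporter HEK293 cells expressing constitutive GLP-1R activity in DMEM + 10% Nu serum, 24 hr with compounds at 37 deg C, luminescence read after 12 min with detection reagent.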
Active calls of the source: *; ? = inconclusive; . = not tested or not shown; [ ] = another dose, or the depositor's remark. Unless noted, calls follow the shape of the dose curve; as a rule, active = well fitted curve in the direction sought with a large enough effect; inconclusive = small, poorly fitted or top-dose-only effect, or another doubt; inactive = no such curve, though single readings can be large; an effect the other way counts as inactive or inconclusive.

SMILES	WRN helicase inh	D3 antag	DRD3 agonist	GLP1R cytotox	PLK1 PBD inh	GLP1R ag	IL2 activator	PI5P4K alpha inh	GLP1R inv ag
CN1C(=O)N(CC(=O)Nc2nccs2)C(=O)C12CCCCC2	-6%	3	-10	-23%	4%	-1%	0.2	7	-9%
O=C(NCc1cccs1)C1CCN(S(=O)(=O)c2ccccc2F)CC1	-1%	-3	3	5%	-14%	0%	-0.6	6	-5%
O=[N+]([O-])c1ccc(N/N=C2\CC3CC=CC23)cc1 (centres undefined)	-8%	-3	-3	?	-4%	11%	-0.7	4	1.3µM*
CCc1ccccc1NC(=O)COc1cccc2ccc(C)nc12	6%	-23	10	23%	-6%	6%	-3.8	-3	-24%
CCN1C(=O)[C@@H]2[C@@H](c3ccc(SC4CCCCC4)cc3)N3CCC[C@@]3(C(=O)OC)[C@@H]2C1=O	4%	1	5	7%	-7%	9%	-0.6	1	?
COc1ccc2c(c1OC)C(=O)OC2N1C(=O)CC[C@H]1C(=O)NCC1CCCO1 (some centres undefined)	2%	16	-2	-4%	-3%	17%	-0.7	-1	-1%
Cc1ccc(C(C)NC(=O)c2ccncc2)cc1C (centres undefined)	3%	-7	3	-2%	-7%	7%	-2.2	3	0%
CCOC(=O)c1c(C)n(C)c2ccc(OC)c(NC(=O)CN3CCN(C4CCCCC4)CC3)c12	0%	-27	-10	-19%	-11%	0%	-2.9	0	0%
Cc1cccc(NC(=S)N2N=CCC2c2ccccc2)c1 (centres undefined)	-5%	21	0	6%	4%	5%	3.2	3	0%
CCOc1ncccc1C(=O)OCC(=O)c1c[nH]c2ccccc12	-8%	13	1	2%	3%	13%	-0.4	-4	15%
COc1ccccc1CC(=O)c1ccc(OCc2ccccc2)cc1	-31%	0	-7	1%	-16%	18%	-3.2	6	2%
COc1ccc(-n2nc(C(=O)N3CCC(N4CCCCC4)CC3)c3c4ccccc4n(C)c3c2=O)cc1	-7%	0	-10	17%	-17%	-3%	-0.8	-2	?
Cc1ccc(S(=O)(=O)N(C)CC(=O)Nc2ncccc2C)cc1	12%	-7	-7	-3%	-14%	1%	-3.4	5	15%
COC(=O)c1cc(NS(=O)(=O)c2ccc(NC(C)=O)cc2)ccc1Cl	-11%	12	8	-11%	-1%	3%	3.0	1	40%[activator]
O=c1oc2cc(Oc3c([N+](=O)[O-])cc(C(F)(F)F)cc3[N+](=O)[O-])ccc2c2c1CCCC2	-15%	-90*	7	1%	?	-2%	-1.2	-21	0%
COc1ccc(CN(C)c2ncnc3sccc23)c(OC)c1OC	8%	10	18	?	-16%	16%	-4.0	-3	7%
Cc1nn(CC(=O)NCc2ccccc2)c(C)c1[N+](=O)[O-]	7%	-6	2	-5%	-1%	-13%	-0.4	0	-16%
Cc1ccc(NC(=O)CSCc2cc(=O)n3ccsc3n2)cc1	-1%	-1	6	-4%	-3%	1%	0.6	0	1%
O=C(O)c1cccc(S(=O)(=O)N(Cc2ccccc2)c2ccccc2)c1	-5%	17	2	-2%	-8%	1%	0.3	4	-10%
Cc1nnc(SCC(=O)NCC2CCCO2)n1-c1ccccc1 (centres undefined)	-2%	-7	9	-6%	-3%	-6%	-1.5	-1	24%
N/C(=N\OC(=O)CCCOc1ccccc1)c1ccc(Br)cc1	-1%	4	-10	8%	-7%	3%	0.6	26	?
CN(Cc1ccccc1)c1ncc(C=O)s1	-5%	0	-2	5%	-13%	-2%	-2.5	-3	7%
S=C(NCCCc1ccccc1)NC1CCCCC1	-6%	?	-17	?	-11%	-3%	-2.7	-3	?
COc1ccc2c(c1)-c1nc(/N=C/c3ccccc3O)sc1CC2	3%	1	8	-2%	-11%	18%	-1.4	-7	6%

Given with values under each structure: entries from further up
Order of results – WRN helicase inh, D3 antag, DRD3 agonist, GLP1R cytotox, PLK1 PBD inh, GLP1R ag, IL2 activator, PI5P4K alpha inh, GLP1R inv ag
> Cc1nn(CC(=O)NCc2ccccc2)c(C)c1[N+](=O)[O-]
→ 7%, -6, 2, -5%, -1%, -13%, -0.4, 0, -16%
> Cc1ccc(NC(=O)CSCc2cc(=O)n3ccsc3n2)cc1
→ -1%, -1, 6, -4%, -3%, 1%, 0.6, 0, 1%
> O=C(O)c1cccc(S(=O)(=O)N(Cc2ccccc2)c2ccccc2)c1
→ -5%, 17, 2, -2%, -8%, 1%, 0.3, 4, -10%

The list continues:
SMILES	WRN helicase inh	D3 antag	DRD3 agonist	GLP1R cytotox	PLK1 PBD inh	GLP1R ag	IL2 activator	PI5P4K alpha inh	GLP1R inv ag
CSc1ccc(/C=C/C(=O)OCC(=O)c2ccc[nH]2)cc1	-1%	24	-2	0%	1%	-39%[inhibitor]	-0.4	-30	13%
CSc1ccc(S(=O)(=O)N2CCC(C(=O)N3CCOCC3)CC2)cc1	-2%	-15	-8	-8%	-14%	-2%	-0.4	1	3%
COc1cc(/C=C/C(=O)O)cc(S(=O)(=O)Nc2ccc(S(=O)(=O)N3CCCCC3)cc2)c1OC	?	-9	0	4%	-10%	-22%	0.4	-20	8%
Cc1cc(C)nc(Nc2ccc(N3CCOCC3)cc2)n1	-4%	0	5	1%	0%	-5%	-4.5	-8	0%
Cc1ccccc1OCC(=O)Nc1ccc2c(c1)Cc1ccccc1-2	3%	14	11	16%	-3%	7%	-2.3	.	41%[activator]
CC1/C(=N/O)C(CN(C)C)C2CC1C2(C)C (centres undefined)	-6%	-69*	3	8%	0%	2%	-3.0	1	-8%
CCN(CC)S(=O)(=O)c1cccc(-c2n[nH]c(=S)n2/N=C/c2ccc(C(=O)OC)cc2)c1	-28%[57.1 µM]	-15	-12	12%[1.53 µM]	11µM*	1%	5.9	?	34%
CC(=O)Nc1cccc(NC(=O)CCNC(=O)c2ccccc2)c1	5%	-15	-3	5%	-5%	4%	-2.5	3	-5%
Cc1ccccc1N=C1NC(=O)C(CO)(CO)S1	6%	4	3	4%	-25%	2%	-0.9	-3	24%
CCOC(=O)c1ccc(NC(=O)c2ccccc2C)cc1	-14%	-7	4	1%	-1%	12%	-4.2	2	?
Nc1c(/C=C2/C=CC(=O)C(O)=C2)c(=O)nc2sc(CC(=O)N3CCCCC3)nn12	-3%	-25	5	-4%	-1%	-7%	-0.9	-11	31%[activator]
CCC(=O)N(C)CCc1cc2c(c(OC)c1/C=N/NC(=O)c1ccccc1O)OCO2	-9%	-6	2	-14%	0%	1%	-2.5	2	16%
COc1ccc(CN2CCCC(N3CCN(c4ccc(OC)cc4)CC3)C2)cc1 (centres undefined)	0%	-58*	-6	4%	-23%	11%	0.1	-1	-16%
CN1C(=O)NC(c2ccc(C(F)(F)F)cc2)C2=C1CC(C)(C)CC2=O (centres undefined)	10%	-14	-3	-6%	-13%	1%	-0.5	-5	-1%
Cc1ccc(S(=O)(=O)N2CCN(C)CC2c2ccccc2)cc1 (centres undefined)	4%	5	0	2%	-5%	0%	1.5	1	-16%
CCSc1nnc(NC(=O)c2c(C)noc2C)s1	-11%	-4	9	5%	-5%	-5%	-0.7	-1	15%
N#Cc1ccccc1NC(=O)COC(=O)/C=C/c1cn(-c2ccccc2)nc1-c1ccc(Cl)cc1	-2%	11	4	-1%	-5%	1%	2.0	-7	7%
COc1ccc(CN2C(=O)C(C)=C(C)C2OC)cc1 (centres undefined)	7%	-21	-11	0%	-3%	2%	-2.6	-13	5%
COc1ccc(C(=O)Nc2cnn(Cc3ccc(Cl)cc3)c2)cc1OC	5%	-17	-8	-3%	-9%	11%	1.5	1	?
O=C(O)c1cc(O)ccc1-c1ccc(O)cc1	12%	3	5	1%	4%	-7%	-0.9	-6	2%
COC(=O)c1ccccc1S(=O)(=O)N(Cc1cc2ccc(OC)cc2[nH]c1=O)CC1CCCO1 (centres undefined)	4%	-6	-3	4%	-16%	1%	0.0	18	3%
COCCN1CC(=O)N2C(c3cccc(OC)c3)c3[nH]c4ccccc4c3C[C@H]2C1=O (some centres undefined)	7%	-10	-4	1%	-8%	9%	-0.2	-1	-7%
CCCCCCCN=CC1=C(O)CC(c2ccccc2)CC1=O (centres undefined)	2%	7	0	-1%	2%	-1%	-0.6	2	12%
COCCn1c(C)cc(C(=O)COC(=O)c2[nH]c(C)c(C(C)=O)c2C)c1C	-4%	22	8	-8%	2%	17%	-2.1	2	12%
Cc1cc(C)n(C(=O)c2ccc(Cn3nc(C)c(Br)c3C)o2)n1	6%	5	5	7%	-4%	-10%	0.8	0	15%
COC(=O)[C@]1(C)CCC[C@@]2(C)C3CC[C@@]4(C)C[C@]3(CCC21)CC(=O)N4C (some centres undefined)	-2%	-22	-7	1%	-15%	10%	0.1	-1	8%
CCC(Cc1ccccc1)NC(=O)C1CCN(S(=O)(=O)c2ccc3c(c2)CC(C)N3C(C)=O)CC1 (centres undefined)	4%	-11	-9	1%	-6%	-2%	-3.3	-10	1%
CN(C)CCNc1ncnc2c1ncn2[C@H]1CN(Cc2ccco2)C[C@@H](CO)O1	3%	0	-2	5%	-17%	-1%	0.2	0	24%
Nc1ccc2nc(SCC(=O)Nc3ccc(N4CCOCC4)c(Cl)c3)sc2c1	-14%	4	15	-2%	-13%	12%	-3.1	2	?
O=C(CNC(=S)N(Cc1ccccc1F)C1CCCCC1)NCCCN1CCOCC1	7%	10	2	-9%	-5%	2%	1.3	0	-27%
O=C(Nc1cccc(C(F)(F)F)c1)C1Cc2c(-c3cccc(F)c3)ccnc2O1 (centres undefined)	-9%	-18	-5	-15%	-7%	2%	-0.3	-13	?
Cc1cccc(CCNS(=O)(=O)c2ccc(S(=O)(=O)N3CCC(C)CC3)cc2)c1	-7%	5	15	2%	-4%	-1%	1.3	.	7%
CC(NC(=O)C(C)N1CCN(Cc2ccccc2)CC1)c1ccc(F)cc1 (centres undefined)	0%	6	-6	-31%	5%	1%	1.0	-7	-1%
CN(C)S(=O)(=O)Oc1cccc(C(=O)Nc2ccccc2Cl)c1	-20%	-15	2	7%	-6%	4%	-1.7	1	15%
CCCCn1c(N)c(N(Cc2ccccc2OC)C(=O)CSCC(=O)Nc2cccc(C)c2)c(=O)[nH]c1=O	-8%	2	6	0%	30µM*	5%	0.3	?	10%
